# NSD2 inh: NSD2 histone methyltransferase inhibitors, primary screen, biochemical, AlphaScreen, single concentration, set 2. Histone-lysine N-methyltransferase NSD2 (Homo sapiens), O96028. NSD2 peptide methylation, 120 min. inhibition, % at 12.5 µM. 310,000 compounds, 0.54% hits; in the data active = inhibition above about 50%
# PvdQ acylase: P. aeruginosa PvdQ acylase inhibitors, primary screen, biochemical, fluorescence, plate reader and imaging, single point; AID 488965, 2010; inhibition, % at 10 µM; 340,000 compounds, 0.063% hits; PvdQ acylase [Pseudomonas aeruginosa LESB58]; purified PvdQ acylase; in the data active = inhibition above about 30%, passing the limit was not always enough; inconclusive = no clear call, values can overlap the other calls;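 also: 0% = vehicle neutral wells and 100% = reference inhibitor wells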
# MITF TRPM1 HTS: activators of MITF-driven TRPM1 promoter reporter, primary screen, cell-based, SK-MEL-5, luciferase, single point | SK-MEL-5 TRPM1-promoter luciferase, 24 h; % of positive control, neutral wells = 0 | activation, % at 12.5 µM | 300,000 compounds, 0.75% hits | AID 588334, 2011;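 active = mean activation of at least 80% with every replicate also reaching 80%; inconclusive = mean reaches 80% but some replicate falls short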;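 also: 0% = neutral control wells and 100% = parthenolide positive control wells; values of inactives mirror those of a sister screen read the other way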
# PfHsp90 set2: growth inhibition of PfHsp90-expressing yeast, primary screen, antimalarial PfHsp90 inhibitor project, S. cerevisiae, BacTiter-Glo luminescence, single point, set 2; BacTiter-Glo ATP, 48 h; yeast lacking PDR1 and PDR3 efflux regulators; inhibition, % at 9.4 µM; 310,000 compounds, 0.32% hits; AID 504621, 2011;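 active = every replicate shows inhibition above about 80%, whatever the replicate mean, limit read from the data; inconclusive = mean inhibition reaches the set limit but some replicate falls short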;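 also: 0% = DMSO neutral controls and 100% = 20 µM radicicol positive controls; yeast relying on Plasmodium falciparum Hsp90 in place of its own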
# CAL PDZ FP-1: CAL PDZ peptide-binding inhibitors, primary screen, biochemical, fluorescence polarization, Cer-tagged CAL PDZ, HTS. Golgi-associated PDZ and coiled-coil motif-containing protein (Homo sapiens), Q9HD26. purified CAL PDZ, TMR-peptide fluorescence polarization, 1 h. inhibition, % at 20 µM. 330,000 compounds, 0.02% hits. AID 504414, 2011;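 active = highest replicate inhibition of at least 40%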;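 also: plate controls were DMSO neutral control wells for no effect and unlabeled competitor peptide control wells for full effect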
#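 Material: tagged CAL PDZ domain; buffer or medium: 25 mM sodium phosphate pH 7.4, 150 mM NaCl, TCEP, IgG, Thesit; compound dosing: single point, 20 µM; schedule: 1 h incubation at room temperature before polarization reading; measured by: FP readout, S and P plane fluorescence; read-out basis: percent inhibition from loss of millipolarization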
# SR-BI DiI inh: inhibitors of SR-BI mediated HDL lipid uptake, primary screen, ldlA[mSR-BI] cells, fluorescence, single point; ldlA[mSR-BI] CHO cells, DiI-HDL uptake fluorescence, 3 h; AID 488896, 2010; 320,000 compounds, 0.96% hits; inhibition, % at 12.5 µM; Scavenger receptor class B member 1 (Mus musculus), Q61009;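 active = mean replicate inhibition of at least 70% and a set share of replicates each scoring 70 or more; inconclusive = meets just one of the two criteria; inactive = fails both criteria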;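 also: 0% = median of neutral control wells and 100% = median of positive control wells; values of inactives mirror those of a sister screen read the other way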
# CAL PDZ FP-2: untagged CAL PDZ binding inhibitors, primary screen, biochemical, fluorescence polarization, HTS; AID 602252, 2012; purified CAL PDZ, TMR-peptide fluorescence polarization, 1 h; 300,000 compounds, 0.92% hits; inhibition, % at 24.9 µM; Golgi-associated PDZ and coiled-coil motif-containing protein (Homo sapiens), Q9HD26;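 active = mean inhibition of at least 30% with at least half of replicates also reaching 30%; inconclusive = no clear call, values can overlap the other calls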;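 also: 0% = DMSO neutral control and 100% = excess unlabeled competitor peptide PRC23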
# SR-BI uptake up: activators of SR-BI mediated DiI-HDL uptake, primary screen, ldlA[mSR-BI] CHO cells, DiI fluorescence. AID 504775, 2011. 3 h; 100 = double the neutral-control signal. activation, % at 12.5 µM. 320,000 compounds, 0.096% hits;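 active = mean replicate activation of at least 60% and every replicate at or above 60%; inconclusive = mean or all-replicate condition met, but not both; inactive = mean below 60% and not all replicates reaching 60%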;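 also: 0% = median plate neutral-control signal and 100% = twice that signal; values of inactives mirror those of a sister screen read the other way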
#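 Material: SR-BI-overexpressing, LDLR-lacking CHO cells; schedule: compound exposure 3 h, 37 °C; reagent: DiI-labelled HDL at 10 µg/mL final; technique: bottom-read fluorescence, 550/595 nm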
# Rtt109 Vps75: inhibitors of C. albicans Rtt109/Vps75 HAT, primary screen, biochemical, ThioGlo CoA-SH fluorescence, plate reader; Histone acetyltransferase RTT109 (Candida albicans (strain SC5314 / ATCC MYA-2876)), …; purified Rtt109/Vps75, 4 h; inhibition, % at 34.9 µM; 330,000 compounds, 0.16% hits; AID 540336, 2011;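 active = inhibition of at least 50% in every replicate; inconclusive = best replicate reaches 50% inhibition but some replicates fall short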
# Target sequence (Q5AAJ8 whole entry, looked up): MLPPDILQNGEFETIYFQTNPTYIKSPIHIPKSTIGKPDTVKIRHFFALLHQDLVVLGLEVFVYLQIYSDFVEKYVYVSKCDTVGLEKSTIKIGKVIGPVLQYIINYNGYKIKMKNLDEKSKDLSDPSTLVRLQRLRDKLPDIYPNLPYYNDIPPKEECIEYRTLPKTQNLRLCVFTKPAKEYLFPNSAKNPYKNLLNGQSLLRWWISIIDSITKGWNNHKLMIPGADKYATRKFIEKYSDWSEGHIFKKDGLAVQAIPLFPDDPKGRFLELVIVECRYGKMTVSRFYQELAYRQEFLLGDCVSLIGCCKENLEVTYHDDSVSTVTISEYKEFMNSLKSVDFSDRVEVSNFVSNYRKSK
# dFosB activator: activators of delta FosB homodimer, primary screen, biochemical, fluorescence polarization, TAMRA-CDK5 oligo, single point; Protein FosB (Mus musculus), P13346; purified delta FosB; percent of positive-control signal above neutral wells; activation, % at 25 µM; 340,000 compounds, 0.99% hits; AID 493131, 2011;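 active = mean activation above about 17%, with every replicate also reaching it, limit read from the data, passing the limit was not always enough; inconclusive = only one of the two conditions met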;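 also: fluorescence polarization rise as delta FosB binds a TAMRA Cdk5 AP-1 oligo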
# Target sequence (P13346 whole entry, looked up): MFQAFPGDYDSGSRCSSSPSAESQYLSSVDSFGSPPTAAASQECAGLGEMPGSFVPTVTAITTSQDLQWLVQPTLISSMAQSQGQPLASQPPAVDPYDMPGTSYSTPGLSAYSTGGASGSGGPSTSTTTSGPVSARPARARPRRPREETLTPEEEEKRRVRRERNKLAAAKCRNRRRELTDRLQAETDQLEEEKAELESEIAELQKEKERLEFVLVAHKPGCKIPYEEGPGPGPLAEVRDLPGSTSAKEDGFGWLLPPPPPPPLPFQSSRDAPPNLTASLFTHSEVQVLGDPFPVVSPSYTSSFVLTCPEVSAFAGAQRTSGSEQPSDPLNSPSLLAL
# The depositor's hits bear a star; ? = inconclusive; / = not tested or not shown.
mol,NSD2 inh,PvdQ acylase,MITF TRPM1 HTS,PfHsp90 set2,CAL PDZ FP-1,SR-BI DiI inh,CAL PDZ FP-2,SR-BI uptake up,Rtt109 Vps75,dFosB activator
COc1cc(/C=C(/C#N)c2nc3ccccc3[nH]2)ccc1OCC(=O)Nc1ccccc1C(C)C,7.0,-2.3,4.3,-2.0,-1.9,22.0,6.0,-22.0,-8.8,-1.2
CC[C@H](C)[C@H](NC(N)=O)C(=O)OCC(=O)NCc1ccc(Cl)cc1,0.3,6.6,-3.5,-8.9,1.4,-6.2,-4.9,6.2,-0.1,-14.2
C=CC[C@H](CC(=O)N(CCO)Cc1ccccc1)C(=O)N[C@H](COC(=O)[C@@H](CC=C)Cc1ccc(F)cc1)C(C)(C)C,/,-12.7,-12.2,4.7,0.3,57.3,-0.9,-57.3,7.5,-15.2
Cc1ccc(CCC(=O)Nc2ccc(S(N)(=O)=O)cc2)o1,2.2,-18.4,2.5,3.8,-0.4,-16.6,-2.8,16.6,0.7,-6.3
Cc1ccc(C)c(NC2=C(Cl)C(=O)OC2OC(C)C)c1 (stereo unspecified),-4.5,-3.4,-5.9,-4.5,-0.4,-2.3,-5.5,2.3,/,-5.0
O=C(Cc1ccc(Cl)cc1)NNC(=O)c1ccco1,2.7,-0.4,3.6,-8.8,0.2,-14.8,-5.2,14.8,-6.1,7.2
O=c1ccc(N=Nc2ccccc2)ccc1O,4.7,11.5,-2.7,124.9*,0.0,4.3,-3.0,-4.3,21.0,-8.3
Cc1ccc(N(C)C(=O)N2CCN(S(=O)(=O)c3ccc4ccccc4c3)CC2)cc1,0.3,-6.7,-6.2,4.8,-0.8,-20.5,/,20.5,3.3,-3.3
CCN(CC)c1ccc(C(=O)NNC(=O)C2CSC3(C)CCC(=O)N23)cc1 (stereo unspecified),-1.8,7.6,10.3,4.6,0.3,5.6,-12.3,-5.6,-1.1,-3.2
COc1ccc(C)c2sc(NC(=O)CCS(=O)(=O)c3ccccc3)nc12,8.8,-12.9,-6.2,11.6,-0.9,22.3,-4.8,-22.3,6.8,-7.1
CCC(=O)Nc1cccc(-c2nnc(SCC(=O)c3ccccc3)n2C)c1,-0.6,6.6,38.8,-1.6,-1.0,5.5,-1.0,-5.5,20.1,1.3
COc1ccc(CNC(=O)CCCOc2cc(=O)n(C)c3ccccc23)cc1,-4.3,-0.5,5.3,14.8,0.0,-26.8,-4.6,26.8,13.8,-8.2
O=C(Nc1ccc(Br)cc1)C1C2C=CC3(O2)C1C(=O)N(CCN1CCCCC1)C3C(=O)NC1CCCCC1 (stereo unspecified),/,-15.5,12.8,14.6,-0.5,/,-5.3,/,-0.2,-10.0
O=C(OCC1CCC=CO1)C1CCC=CO1 (stereo unspecified),-4.1,1.8,11.6,1.5,-0.4,1.6,-6.7,-1.6,-0.8,-4.2
CC(=O)O[C@H]1C(=O)[C@@]2(C)C([C@H](OC(=O)c3ccccc3)[C@]3(O)C[C@H](OC(=O)[C@H](O)[C@@H](NC(=O)c4ccccc4)c4ccccc4)C(C)=C1C3(C)C)[C@]1(OC(C)=O)CO[C@@H]1C[C@H]2O (stereo partly specified),/,-16.6,/,13.2,-0.5,-15.0,-2.6,15.0,-5.6,-8.3
COc1ccc(C(=O)COC(=O)c2ccc(NC(=O)c3ccccc3)cc2)cc1,-0.7,-6.4,1.0,-69.0,-0.6,18.8,-4.4,-18.8,2.8,?
CC(=O)N1CCN(S(=O)(=O)c2ccc(Cl)cc2F)CC1,14.6,-2.1,-9.3,7.1,-0.5,6.5,-3.5,-6.5,-2.7,0.5
Cc1oc(=O)c(NC(=O)c2ccccc2)cc1C(C)O (stereo unspecified),-1.3,6.0,-4.3,-3.7,-1.1,7.3,-3.7,-7.3,-4.4,-0.1
COc1cc(/C=N/NC(=O)c2cc[n+]([O-])cc2)cc(OC)c1OC,-5.0,-10.7,/,-7.7,-0.4,-29.6,-1.5,29.6,4.0,-3.7
O=c1c2c(-c3ccccc3)csc2ncn1/N=C/c1c2ccccc2cc2ccccc12,4.3,-10.4,30.2,-6.1,-1.9,-6.9,/,6.9,1.4,2.4
CCOc1cc(N2CCOCC2)c(OCC)cc1NC(=O)COC(=O)CCOc1ccc(C(C)(C)C)cc1,2.5,-8.3,3.6,/,-1.7,-5.5,-0.5,5.5,-6.9,-6.7
CN(Cc1ccccc1)C(=O)c1ccc(NC(=O)c2ccccc2)cc1,-1.7,-8.8,-10.5,-4.1,-1.8,24.0,-0.8,-24.0,-15.6,-3.9
O=C(O)CCCC(=O)Nc1cccc(-c2nc3ccccc3[nH]2)c1,-1.1,7.8,-11.1,8.0,-0.8,-24.9,1.2,24.9,3.1,-4.1
O=C1CSC(c2ccncc2)N1Cc1ccccc1 (stereo unspecified),-1.1,2.9,-15.4,9.4,0.7,-5.0,-4.3,5.0,-8.9,1.2
COc1cccc(CCNC(=O)CCc2nnc(-c3ccc4c(c3)OCO4)o2)c1,1.8,-9.7,8.9,-3.4,-0.9,-6.9,4.6,6.9,1.6,-5.7
CCOc1cc(/C=N/NC(N)=O)cc(Br)c1OCC(=O)Nc1ccccc1C,3.5,3.7,7.9,-0.1,-5.5,37.4,-1.9,-37.4,5.9,-21.9
CCc1cccc(C)c1NC(=O)CCOc1ccccc1,-5.7,-14.2,19.0,6.9,-0.3,-11.2,2.4,11.2,-6.2,5.4
COc1cc(C(C[N+](=O)[O-])c2c(-c3ccccc3)cc3ccccn23)cc(OC)c1OC (stereo unspecified),-3.1,1.9,-9.2,-2.1,-0.5,25.1,3.3,-25.1,-6.8,1.6
COCc1ccc(CN2CCC(C(=O)Nc3cccc(-c4cccc(Cl)c4)c3)CC2)o1,0.9,5.2,-16.6,-3.0,-2.0,18.9,-5.8,-18.9,15.3,?
O=C(Nc1nccs1)C1C2/C=C\CCCCC21 (stereo unspecified),-1.3,1.3,/,-15.4,-1.4,-14.1,/,14.1,0.8,-6.6
O=[N+]([O-])c1ccc(N2CCCC2)cc1NC(c1ccccc1)c1ccccc1,-1.3,7.9,-12.8,5.9,/,?,-3.6,-70.9,6.2,-2.0
CC(SC1=NCCN1S(C)(=O)=O)c1ccccc1 (stereo unspecified),-8.7,-9.0,8.0,-2.2,-0.5,-11.5,-2.7,11.5,-1.6,-4.5
C/C(=N\NC(=O)c1nnn(-c2nonc2N)c1CN1CCCCC1)c1ccccc1O,-0.9,-4.0,8.8,-9.8,-1.1,-2.9,0.6,2.9,-3.7,3.1
CCOc1ccc(N(CC(=O)NCCSCc2ccc(Cl)cc2)S(C)(=O)=O)cc1,-1.7,2.1,/,0.6,-1.9,17.4,2.7,-17.4,0.3,2.5
COc1ccc(C(=O)O)cc1Nc1cc(C)nc2ncnn12,/,-8.9,3.2,-18.3,-1.2,/,/,/,-6.7,-4.3
COc1ccccc1N(CC(=O)Nc1ccc(S(=O)(=O)N2CCOCC2)cc1)S(C)(=O)=O,-1.5,29.2,/,10.8,-2.0,/,-5.1,/,8.7,-6.6
COc1cccc(OCc2cc(C(=O)N(C)C3CC(C)(C)NC(C)(C)C3)no2)c1,0.1,-13.6,18.1,22.8,-2.4,2.3,1.1,-2.3,-7.4,-3.3
CCc1cccc(NS(=O)(=O)c2ccc3c(c2)n(C)c(=O)n3C)c1,-0.8,-4.1,1.8,0.8,-0.8,6.7,-5.6,-6.7,5.2,-6.3
CN(CC(=O)Nc1ccccc1Cl)C(=O)COC(=O)Cc1c(F)cccc1Cl,0.3,-10.7,6.2,25.9,-1.5,27.9,-3.5,-27.9,-6.4,-5.1
Cc1cnc(SCc2cnc(C)nc2N)nc1,-5.6,-20.8,-4.7,-4.6,-0.2,-35.3,-3.8,35.3,-11.4,4.5
CCNc1oc(-c2cccc3ccccc23)nc1C#N,-0.9,-2.0,42.8,-6.8,0.4,24.1,-3.0,-24.1,-103.3,6.0
CCS(=O)(=O)N1CCCC(C(=O)NC2CCCC2)C1 (stereo unspecified),1.9,-9.4,-2.6,8.7,0.2,6.5,-2.8,-6.5,-0.9,-6.7
CCc1ccc(N2C(=O)CC(N3CCN(c4ccccn4)CC3)C2=O)cc1 (stereo unspecified),0.2,-10.3,2.1,0.6,-0.1,-9.2,/,9.2,-12.7,-7.5
C=CCN=C1CC(C)(C)CC(=O)/C1=C(/O)CCC(=O)OC,/,-3.2,4.9,5.5,-1.6,-22.8,-3.0,22.8,-8.4,5.5
O=S(=O)(c1ccc(NC(=S)N/N=C/c2cccc(Oc3ccccc3)c2)cc1)N1CCOCC1,0.4,-1.7,-0.8,-13.3,-3.2,52.7,-16.2,-52.7,1.7,-3.6
CCn1c(=O)c(-[n+]2ccccc2)c(O)c2ccccc21,-2.4,-10.6,6.1,9.6,-3.4,-13.4,-5.3,13.4,-0.8,7.1
N#CC(C#N)=Cc1cc2ccccc2nc1N1CCOCC1,2.9,-2.1,-13.5,-30.5,-1.1,-12.8,2.2,12.8,-0.2,1.6
Cc1nnc(Oc2ccccc2)c2ccccc12,1.1,23.0,36.2,3.8,-0.3,-13.7,-7.6,13.7,-0.8,-8.0
O=C(O)/C=C/c1cccc(NC(=O)c2ccccc2)c1,-3.4,-15.7,6.7,18.4,-2.9,7.2,2.2,-7.2,-5.0,4.6

# Assay outcomes from PubChem BioAssay.
